PLK1 PBD inh = PLK1 (human) polo-box domain binding inhibition. P53350. Plk1 PBD binding of FITC phosphopeptide, fluorescence polarization. Potency, µM, without a hit: max response, negative = inhibition, most hits filed as inhibitors. 360,000 tested, 2.8% active; note: potency is the fitted concentration of half-maximal effect; series mostly up to about 57 µM; % is set by controls: 0 for no effect and ±100 for the full control effect; nearly all actives have a fitted effect of over 65% in size
Target sequence (P53350 whole entry, looked up, the tested form may be a part): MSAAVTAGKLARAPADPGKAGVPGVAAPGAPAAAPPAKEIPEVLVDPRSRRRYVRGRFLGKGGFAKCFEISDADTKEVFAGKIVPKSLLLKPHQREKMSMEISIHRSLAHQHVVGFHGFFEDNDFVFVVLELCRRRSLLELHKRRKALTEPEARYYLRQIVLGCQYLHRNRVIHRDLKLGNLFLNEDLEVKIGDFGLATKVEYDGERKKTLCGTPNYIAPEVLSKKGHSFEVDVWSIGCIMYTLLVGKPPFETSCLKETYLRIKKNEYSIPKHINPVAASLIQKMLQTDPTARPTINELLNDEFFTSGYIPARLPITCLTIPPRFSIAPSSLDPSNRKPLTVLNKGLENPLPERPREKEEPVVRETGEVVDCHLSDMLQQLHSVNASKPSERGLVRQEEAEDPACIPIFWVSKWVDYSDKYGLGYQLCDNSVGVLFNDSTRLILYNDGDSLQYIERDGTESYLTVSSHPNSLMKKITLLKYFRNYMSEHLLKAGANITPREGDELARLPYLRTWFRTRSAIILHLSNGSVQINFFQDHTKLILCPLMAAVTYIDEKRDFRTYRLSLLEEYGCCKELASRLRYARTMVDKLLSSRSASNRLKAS
WRN helicase inh = inhibitors of human WRN helicase; WRN helicase unwinding, fluorescent forked duplex, kinetic; Potency, µM (highest dose often 114 µM), for inactives: top-dose activity change, negative = inhibition, most hits filed as inhibitors; 360,000 tested, 0.46% active; AID 651768; note: potency is the fitted concentration of half-maximal effect; % is set by controls: 0 for no effect and ±100 for the full control effect; nearly all actives have a fitted effect of over 55% in size
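Kinetic fluorescence helicase assay: unwinding of a quenched forked DNA duplex (100 nM final) with 2 mM ATP final raises red fluorescence (525/598 nm). Compounds sat 15 min at room temperature with 20 nM WRN beforehand.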
aSyn yeast inh = alpha-synuclein toxicity inhibition in yeast. Yeast expressing alpha-synuclein, growth rescue, BacTiter-Glo, 24 h. Potency, µM (series often up to 46.1 µM), for inactives: at the highest dose growth rescue (activation), hits mostly activators. 370,000 tested, 0.14% active. AID 652106; note: potency is the fitted concentration of half-maximal effect; % of control where 0% means no effect; nearly all actives have a fitted effect of over 65% in size
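Galactose-induced alpha-syn yeast (OD600=0.02, raffinose-pregrown) + pinned cpd, 24 hr, 30 deg C; growth by BacTiter-Glo luminescence. Growth restoration scores as activation.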
EPAC1 antag = blocks human EPAC1 exchange factor | EPAC1 GEF assay, Rap1b-BODIPY-GDP exchange fluorescence | Potency, µM (highest dose often 115 µM), without a hit: top-dose activity change, negative = inhibition, actives largely listed as inhibitors | 360,000 tested, 0.14% active | AID 720709;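 note: potency is the fitted concentration of half-maximal effect; plate controls were vehicle for no effect and positive control for full effect; nearly all actives have a fitted effect of over 50% in size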
IL-2 act = IL-2 activation. IL-2 activation reporter assay, cell-based qHTS; stimulated with anti-CD3/CD4/CD28 beads; in transgenic mouse T cells. activation, % (series mostly up to about 46 µM). 360,000 tested, 0.065% active; in the data active = activation above about 50%; inconclusive = mostly about 30% to 49%; note: 0% is about no effect
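Unstimulated transgenic mouse T cells preincubated 60 min with compound, then stimulated with anti-CD3/anti-CD4-coated beads plus anti-CD28 for 18 h at 37 degrees C. IL-2 response read as EGFP and DsRed fluorescence by plate cytometry.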
FUS suppressor = suppressors of FUS proteinopathy in yeast. S. cerevisiae FUS-expressing, growth rescue, OD600, 24 h. Potency, µM (series often up to 76.6 µM), without a hit: at the top dose growth rescue (activation), hits mostly activators. 390,000 tested, 0.24% active;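 note: potency is the fitted concentration of half-maximal effect; plate controls were DMSO vehicle for no effect and reference control for full effect; nearly all actives have a fitted effect of over 55% in size; some results filed as inactive show a strong effect at the top dose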
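Restored growth of FUS-toxic S. cerevisiae, read as 600 nm absorbance after 24 h at 30C in galactose medium (starting OD 0.005). Controls CP55940 and DMSO.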
PI5P4K alpha inh = PI5P4K alpha (human) kinase inhibition; 330,000 tested, 1.2% active; PI5P4Kalpha enzyme, ADP-Glo luminescence, 60 min; hits give low values; max response, %; active = max response of -50% or lower; inconclusive = between -30% and -50%; inactive = -30% or higher; note: value at the top dose of about 77 µM; % is set by controls: 0 for no effect and ±100 for the full control effect
Target sequence (P48426 whole entry, looked up): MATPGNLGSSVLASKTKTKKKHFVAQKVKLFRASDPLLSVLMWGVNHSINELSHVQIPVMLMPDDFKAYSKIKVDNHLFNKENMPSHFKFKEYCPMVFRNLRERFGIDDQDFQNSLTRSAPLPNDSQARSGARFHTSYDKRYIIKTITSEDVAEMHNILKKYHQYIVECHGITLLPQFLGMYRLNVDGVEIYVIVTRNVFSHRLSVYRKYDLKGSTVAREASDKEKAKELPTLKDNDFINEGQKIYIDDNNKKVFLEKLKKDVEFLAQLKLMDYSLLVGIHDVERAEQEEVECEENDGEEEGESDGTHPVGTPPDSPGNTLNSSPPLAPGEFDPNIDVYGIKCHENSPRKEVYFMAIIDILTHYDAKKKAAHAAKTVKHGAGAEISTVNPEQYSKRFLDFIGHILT
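Single end-point luminescence (ADP-Glo) quantified ADP from PI5P4Kalpha turnover; ATP 5 microM final, 1 h at RT, 0.1% CHAPS and 0.28 mM EGTA in HEPES pH 7.4.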
EPAC1 ag = agonists of human EPAC1. EPAC1 agonist qHTS, biochemical assay; response scale: 100% = response to 6.5 mM cAMP. Potency, µM (doses to about 154 µM), for inactives: at the highest dose activation, actives largely listed as activators. 360,000 tested, 0.073% active. AID 720707; note: potency is the fitted concentration of half-maximal effect; nearly all actives have a fitted effect of over 60% in size
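Normalized to 6.5 mM cAMP, activity reflects EPAC1-catalysed release of BODIPY-GDP from Rap1B, followed kinetically over 30 min at 480 nm excitation, 540 nm emission. Reaction contained 100 nM EPAC1, 250 nM Rap1B-BODIPY-GDP, 50 uM GDP.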
Abeta yeast res = restores growth of yeast expressing A-beta42 peptide | Potency, µM (top dose mostly 46.1 µM), for the others: top-dose growth rescue, most hits filed as activators | yeast expressing A-beta42, growth rescue, OD600, 48 h; response scale: 0% DMSO, 100% iron-clioquinol control | AID 1347071 | 410,000 tested, 0.063% active; note: potency is the fitted concentration of half-maximal effect; nearly all actives have a fitted effect of over 55% in size
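Yeast A-beta toxicity model in growth medium with pinned compounds, 48 h at 30 C; growth read as absorbance at 600 nm. Normalized to FeCl3/clioquinol equimolar mix (positive) and DMSO (negative).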
The depositor's hits bear a star; ? = inconclusive; . = no result given; [ ] = remark or other dose. Unless noted, calls come from the whole dose curve; as a rule, active = well fitted curve in the direction sought with a large enough effect; inconclusive = small, poorly fitted or top-dose-only effect, or another doubt; inactive = no such curve, though single readings can be large; an effect the other way counts as inactive or inconclusive.

Second line of a record – FUS suppressor, EPAC1 ag, PLK1 PBD inh, aSyn yeast inh, IL-2 act, WRN helicase inh, PI5P4K alpha inh, EPAC1 antag, Abeta yeast res
- S=C1NCCNC(=S)NCCOCCOCCOCCN1
→ -7%, -8%, 0%, 0%, 0.2, 13%, 12, 0%, -13%
- CCCc1cc(=O)[nH]c(SCCOc2ccc(Cl)cc2)n1
→ 24%, -1%, -12%, 7%, -0.8, -19%, ., 5%, 2%
- O=C(N/N=C/c1ccc([N+](=O)[O-])cc1)C(=O)N1CCCC1
→ 10%, -12%, -8%, 2%, -2.9, -1%, -2, -4%, 1%
- COc1ccc(F)cc1-c1cc(C(=O)Nc2ccc(C)c(NS(C)(=O)=O)c2)[nH]n1
→ -11%, 6%, 0%, -6%, 0.1, 5%, 1, -3%, -13%
- O=C(CN1CCCCCC1)N1c2ccccc2C=Cc2ccccc21
→ 24%, 12%, -4%, 18%, 0.1, 5%, 0, 8%, 0%
- O=[N+]([O-])c1ccc(F)cc1Oc1nc(-c2cccnc2)nc2ccccc12
→ 50%, 6%, -9%, -3%, -3.8, -29%, -6, 12%, -1%
- CCSC(=O)CCCCCCCCCCCO
→ 1%, -7%, -26%, 10%, 1.0, -3%, 34, -28%, -9%
- COc1ccc(N2CCC(CNC(=S)Nc3cc(C)cc(C)c3)C2)cc1 (stereo not given)
→ ?, 14%, -15%, 5%, -3.6, -7%, 4, ?, ?
- FC(F)(F)c1ccc(NCc2ccccn2)nc1
→ -6%, -1%, -22%, -5%, 11, 0%[57.1 µM], 5, -21%, 8%
- CN(C)c1ccc(C(CNC(=O)c2ccco2)N2CCCC2)cc1 (stereo not given)
→ -11%, 7%, ?, -6%, 2.3, -5%, -4, 0%, 5%
- Cc1cc(C)cc(OCC(=O)N/N=C\c2cn(C)nc2C)c1
→ ., -2%, -12%, 1%, -3.5, 0%, 15, 10%, 0%
- COc1ccc(NC(=O)Cc2nnc(SCC(=O)NC3CCCC3)n2C)cc1
→ 3%, 0%, 5%, 1%, -0.4, 6%, -1, 5%, 9%
- O=C1C(Cc2ccccc2)Nc2ncnc(N3CCCCC3)c2N1Cc1ccc(Cl)cc1 (stereo not given)
→ 44%, 2%, 1%, 1%, 3.6, -14%, -4, 0%, ?
- CC1CCN(S(=O)(=O)c2ccc(Oc3ccc([N+](=O)[O-])cc3)cc2)CC1
→ -19%, 9%, -2%, 10%, -2.2, -12%, ., -1%, 5%
- CC(C)(C)c1cc2nc(N)nc(N)n2n1
→ -1%, -3%, 3%, 2%, -3.2, 2%, -8, 7%, 3%
- CS(=O)(=O)N(CC(=O)NCc1ccccc1)c1ccc(Cl)cc1
→ -14%, 7%, -4%, -2%, 0.5, 6%, -10, 11%, -4%
- CCC1(C)Cc2ccccc2-c2nc(NCCO)n(-c3ccccc3)c(=O)c21 (stereo not given)
→ 31%, 11%, -7%, 0%, -0.7, -8%, ., -3%, -1%
- CCOC(=O)c1ccc(NC(=O)CN2C(=O)NC3(CCC(C)CC3)C2=O)cc1 (stereo not given)
→ 10%, 8%, -4%, -2%, -0.3, -5%, 4, 8%, -13%
- CC(=O)c1cccc(NC(=O)N2CCCC2C(=O)NCc2ccc(F)cc2)c1 (stereo not given)
→ 11%, 0%, 2%, 2%, -1.8, -3%, 1, 20%, -9%
- O=C(CCCOc1ccc(Cl)cc1)NCCc1ccccc1
→ 7%, 5%, 0%, 10%, -0.3, -5%, 2, -19%, 27%
- CCOC(=O)/C=C1\NC(=O)C(C)S1 (stereo not given)
→ -9%, 3%, 0%, -11%, -1.1, 6%, ., 19%, -3%
- Cc1cccc(S(=O)(=O)NCC2CCCO2)c1 (stereo not given)
→ -4%, 1%, -4%, -9%, 1.1, 6%, 1, 5%, -3%
- O=C(Cn1c(=O)oc2cc(S(=O)(=O)N3CCCCC3)ccc21)N1CCc2ccccc21
→ 8%, 1%, -9%, -1%, 16, -7%, 4, -4%, 0%
- COc1cc(OC)cc(C(=O)NC(C(=O)Nc2ccc(N3CCOCC3)cc2)C(C)C)c1 (stereo not given)
→ 17%, -5%, -3%, 0%, 0.4, -11%, -3, 11%, 9%
- CCOC(=O)C1CCCN(C(=O)c2ccc3c(=O)n(CCOC)c(=S)[nH]c3c2)C1 (stereo not given)
→ 2%, -5%, -3%, -1%, -3.2, 1%, ., -4%, 7%
- CC(=O)Nc1ccccc1NC(=O)c1cc(C)ccc1C
→ -10%, 2%, -15%, 8%, 0.5, 4%[57.1 µM], -3, -8%, 3%
- CCc1c(C)sc(NC(=O)CCc2ccc(OC)cc2)c1C(N)=O
→ ., -5%, -9%, -1%, -2.2, -29%, -3, 3%, -5%
- COCCNC(=O)C(c1cccs1)N(C(=O)Cn1nnc2ccccc21)c1cccc(C)c1 (stereo not given)
→ 3%, 0%, ?, 1%, 0.3, -3%, 7, -15%, 11%
- COc1ccc(NC(=O)CC(c2ccc(F)cc2)c2ccc(OC)cc2)cc1 (stereo not given)
→ 17%, 0%, -14%, 1%, 1.1, 3%, 9, 5%, 6%
- O=C(CNC(=O)c1ccco1)OCc1ccc(Br)cc1
→ -6%, -3%, 1%, 5%, -2.2, -6%, 3, -5%, 1%

Three compounds out of the list above, arranged by their value in IL-2 act, ascending:
SMILES,PLK1 PBD inh,IL-2 act,WRN helicase inh,PI5P4K alpha inh,EPAC1 antag
O=[N+]([O-])c1ccc(F)cc1Oc1nc(-c2cccnc2)nc2ccccc12,-9%,-3.8,-29%,-6,12%
CCSC(=O)CCCCCCCCCCCO,-26%,1.0,-3%,34,-28%
Cc1cccc(S(=O)(=O)NCC2CCCO2)c1 (stereo not given),-4%,1.1,6%,1,5%

The listing continues.
Second line of a record – FUS suppressor, EPAC1 ag, PLK1 PBD inh, aSyn yeast inh, IL-2 act, WRN helicase inh, PI5P4K alpha inh, EPAC1 antag, Abeta yeast res
- O=C(COC(=O)c1ccc(Cl)nc1)Nc1cc(S(=O)(=O)N2CCCCC2)ccc1Cl
→ 27%, 12%, -4%, 26%, -0.7, -4%, -20, -16%, -51%[inhibitor]
- CC(=O)c1cccc(N(CC(=O)N2CCCCC2)S(C)(=O)=O)c1
→ 11%, 6%, 1%, 5%, 0.6, 8%, ., -9%, 10%
- O=C(O)c1cccc(-c2noc(-c3cccc(Cl)c3)n2)c1
→ -30%, -6%, ., ., -0.6, ., ., -3%, 8%
- Cc1ccc(C)c(C(=O)CN2C(=O)NC3(CCC(C)CC3)C2=O)c1 (stereo not given)
→ 36%, -6%, -3%, -1%, -4.4, 1%, -6, -12%, -17%
- CC(C)Cn1nc(NS(=O)(=O)c2ccccc2)c2cc3ccccc3nc21
→ 7%, 13%, -15%, ., -1.3, -1%, -3, -6%, 10%
- CN(Cc1ccccc1)C(=O)c1[nH]cnc1C(=O)NCC(=O)OCc1ccccc1
→ 7%, 3%, -15%, 3%, -4.4, 10%, -1, -2%, -9%
- COc1ccc(CNC(=O)c2ccc3nc(C)c(N(C)Cc4ccc(NC(C)=O)cc4)n3c2)cc1
→ 7%, -13%, 1%, -4%, -0.9, 2%, 2, -2%, -12%
- O=C(O)c1cnn(-c2nc(-c3cccc([N+](=O)[O-])c3)cs2)c1C(F)(F)F
→ -6%, -11%, -11%, -27%, -2.6, -10%, 65, 16%, -16%
- CCn1c(SCC(=O)Nc2ccc(Br)cn2)nnc1C1CC1
→ 18%, -4%, -7%, 2%, -1.7, -12%, -17, -26%, -6%
- CCCCc1ccc(NC(=S)NCCN2CCOCC2)cc1
→ 26%, 3%, -3%, 8%, 0.2, -2%, 7, 10%, 6%
- N#Cc1ccccc1OCC(=O)N1CCN(C(=O)c2ccco2)CC1
→ -29%, 7%, ?, -5%, -2.2, 3%, -1, -20%, -6%
- Cc1cccc(NC(=S)NC2CCN(Cc3ccccc3)CC2)c1C
→ 3%, 4%, -8%, 1%, -2.5, 0%, 1, -30%, 19%
- Cc1c(NC(=S)/C=C2\N(C)c3ccccc3C2(C)C)c(=O)n(-c2ccccc2)n1C
→ 30%, 12%, ?, -7%, -2.3, -6%, ., -3%, 5%
- CC(=O)c1c(C)n(-c2ccc(C)cc2C)c2ccc(O)cc12
→ -10%, -4%, -6%, 0%, -0.8, 3%, 4, -6%, 2%
- Cc1ccc(S(=O)(=O)N2[C@@H](c3ccc(Cl)cc3)C(C(=O)O)=CC[C@H]2c2cccc(Cl)c2)cc1
→ -3%, 0%, 24µM*, -2%, -0.5, 6%, 2, -12%, -7%
- O=C(CN1CCCC1)Nc1ccccc1Sc1ccccc1
→ -4%, 0%, 1%, 8%, -4.3, -8%, 0, -6%, -3%
- Cc1ccc(C2CC(c3cccc(Cl)c3)n3nc(N)nc3N2)cc1 (stereo not given)
→ 12%, 11%, -10%, -3%, -2.9, -2%, -6, -10%, 3%

Compounds shown so far that have fluorine:
Second line of a record – FUS suppressor, EPAC1 ag, PLK1 PBD inh, aSyn yeast inh, IL-2 act, WRN helicase inh, PI5P4K alpha inh, EPAC1 antag, Abeta yeast res
- COc1ccc(F)cc1-c1cc(C(=O)Nc2ccc(C)c(NS(C)(=O)=O)c2)[nH]n1
→ -11%, 6%, 0%, -6%, 0.1, 5%, 1, -3%, -13%
- O=[N+]([O-])c1ccc(F)cc1Oc1nc(-c2cccnc2)nc2ccccc12
→ 50%, 6%, -9%, -3%, -3.8, -29%, -6, 12%, -1%
- FC(F)(F)c1ccc(NCc2ccccn2)nc1
→ -6%, -1%, -22%, -5%, 11, 0%[57.1 µM], 5, -21%, 8%
- CC(=O)c1cccc(NC(=O)N2CCCC2C(=O)NCc2ccc(F)cc2)c1 (stereo not given)
→ 11%, 0%, 2%, 2%, -1.8, -3%, 1, 20%, -9%
- COc1ccc(NC(=O)CC(c2ccc(F)cc2)c2ccc(OC)cc2)cc1 (stereo not given)
→ 17%, 0%, -14%, 1%, 1.1, 3%, 9, 5%, 6%
- O=C(O)c1cnn(-c2nc(-c3cccc([N+](=O)[O-])c3)cs2)c1C(F)(F)F
→ -6%, -11%, -11%, -27%, -2.6, -10%, 65, 16%, -16%

Outcome played no part in choosing rows, and some 4.1% of all compounds hit somewhere here.
